14-3-3 Bad PPI = disrupts binding of bovine 14-3-3 zeta to phospho-Bad peptide | TR-FRET 14-3-3zeta/Dy647-pBad peptide displacement, 1 h | inhibition, % at 21.7 µM | actives 0.71% (n = 220,000);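 active = inhibition above about 70%, limit read from the data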;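 note: 0% = full 14-3-3 plus peptide FRET controls and 100% = background without 14-3-3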
Target sequence (P63103 whole entry, looked up): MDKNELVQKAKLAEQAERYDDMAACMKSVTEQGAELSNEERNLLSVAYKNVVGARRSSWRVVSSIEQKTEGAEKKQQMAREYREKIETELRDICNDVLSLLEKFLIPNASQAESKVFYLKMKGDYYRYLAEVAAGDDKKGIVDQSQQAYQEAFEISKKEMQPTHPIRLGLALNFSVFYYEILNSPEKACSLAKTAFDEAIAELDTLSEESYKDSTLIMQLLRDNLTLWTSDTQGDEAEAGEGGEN
Runt-SMMHC FRET = blocks binding of human RUNX1 Runt domain to CBFb-SMMHC; Q01196+Q13951; Cerulean-Runt/Venus-CBFb-SMMHC FRET ratio 530/480, 1 h; inhibition, % at 20 µM; actives 0.74% (n = 220,000);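 active = mean inhibition across duplicate retests at 20 µM reaching about 50%, limit read from the data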;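 note: 0% = DMSO wells and 100% = wells with excess untagged CBFb-SMMHC; inhibitors lower the FRET ratio by blocking Runt binding to CBFb-SMMHC; some results filed as inactive read as strong as hits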
EBV gp42 block = EBV gp42 inhibition; inhibition, % (tested at 21.74 µM); actives 0.42% (n = 220,000); Fluorescence polarization binding assay, mP read-out; in the data active = inhibition above about 50%
Target sequence (Q1HVG2 whole entry, looked up): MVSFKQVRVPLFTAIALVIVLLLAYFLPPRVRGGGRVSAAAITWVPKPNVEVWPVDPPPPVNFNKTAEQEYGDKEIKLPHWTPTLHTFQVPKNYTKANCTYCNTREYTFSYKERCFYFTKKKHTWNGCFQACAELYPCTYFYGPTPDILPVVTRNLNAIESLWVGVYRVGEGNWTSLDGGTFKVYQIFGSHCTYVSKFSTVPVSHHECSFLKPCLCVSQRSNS
L929 necroptosis = blocks zVAD induced death of L929 cells; actives 0.38% (n = 220,000); L929 zVAD necroptosis rescue, ATP luminescence, 24 h; with zVAD 60 µM; viability rescue, % at 10 µM;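 active = activation, scaled between plate controls, above about 75%, limit read from the data; inactive = activation under that limit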;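 note: 0% = zVAD with DMSO and 100% = DMSO alone without zVAD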
Mdm2 ligase inh = Mdm2 E3 ligase (human) inhibition. Q00987. cell-based MDM2 ubiquitination luciferase reporter, 2 h; 0 = plate control, 100 = twice control, blank-subtracted. signal enhancement, % at 5 µM. actives 0.11% (n = 210,000). AID 1230;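 active = signal enhancement of 30% or more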;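 note: luminescence tracks abundance of the self-degrading MDM2-luciferase fusion protein; higher signal means inhibition of MDM2 E3 ligase activity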
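Test system: stable mammalian line carrying autodegrading MDM2–luciferase fusion reporter; quantity: 2000 cells in each well; times: 4 h cell settling then 2 h compound exposure, 37 °C; detection: luminescence with SteadyLite reagent, 15 min at room temperature; evaluation: percent signal gain over controls, blank-subtracted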
Hck-Nef inh = inhibitors of human Hck kinase activated by Nef | actives 0.68% (n = 220,000) | Recombinant Hck-YEEI plus Nef, Z-Lyte FRET kinase assay | P08631 | inhibition, % at 20 µM;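 active = Hck-Nef kinase inhibition above about 50%, limit read from the data; inactive = inhibition below that limit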;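 note: 0% = DMSO with Hck plus Nef and 100% = Hck alone without Nef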
NCF1 inh = blocks human p47phox regulatory protein of NADPH oxidases; actives 0.53% (n = 220,000); p47phox/p22phox peptide binding, fluorescence polarization, 2 h; inhibition, % at 24.7 µM; AID 1274; P14598;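 active = inhibition above about 30%, limit read from the data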;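 note: 0% = p47phox with labelled peptide and 100% = labelled peptide alone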
Target sequence (P14598 whole entry, looked up): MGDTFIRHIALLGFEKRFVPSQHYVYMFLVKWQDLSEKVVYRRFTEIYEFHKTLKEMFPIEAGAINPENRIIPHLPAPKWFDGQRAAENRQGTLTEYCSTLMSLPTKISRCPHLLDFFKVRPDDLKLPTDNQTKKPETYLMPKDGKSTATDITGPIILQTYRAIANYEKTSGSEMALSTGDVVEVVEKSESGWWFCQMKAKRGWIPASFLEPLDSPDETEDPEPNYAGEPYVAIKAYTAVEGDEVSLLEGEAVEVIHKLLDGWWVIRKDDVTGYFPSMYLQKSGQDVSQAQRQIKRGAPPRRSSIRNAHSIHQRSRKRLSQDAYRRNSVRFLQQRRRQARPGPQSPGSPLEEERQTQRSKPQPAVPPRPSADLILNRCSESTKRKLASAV
Runt-CBFb FRET = blocks binding of human RUNX1 Runt domain to CBFb; Q01196+Q13951; Cerulean-Runt/Venus-CBFb FRET ratio 530/480, 1 h; inhibition, % at 20 µM; actives 0.46% (n = 220,000); AID 1496;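 active = inhibition over about 50% at 20 µM in the single-dose screen, limit read from the data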;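 note: 0% = DMSO wells and 100% = excess unlabeled CBFb competitor control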
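Buffer or medium: Tris pH 7.5 buffer with BSA. Assay system: Cerulean-labeled Runt domain protein. Amount: each fluorescent fusion protein 100 nM. Read-out basis: loss of energy transfer signal. Incubation: 1 h compound exposure, room temperature. Probe or stimulus: Venus-CBFb binding partner, 100 nM. Detection: FRET, excitation 422 nm, emission at 530 and 480 nm.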
TbHK1 inh = blocks Trypanosoma brucei hexokinase 1 activity; recombinant TbHK1, G6PDH-coupled NADH A340; inhibition, % at 10 µM; actives 0.11% (n = 220,000); AID 1430;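 active = inhibition of 50% or more in the single-dose primary screen; inactive = inhibition below 50%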
An asterisk follows results filed as active; . = not tested or not shown; [ ] = remark or other dose.

SMILES	14-3-3 Bad PPI	Runt-SMMHC FRET	EBV gp42 block	L929 necroptosis	Mdm2 ligase inh	Hck-Nef inh	NCF1 inh	Runt-CBFb FRET	TbHK1 inh
Cc1ccc2oc(C(=O)NCc3ccc4c(c3)OCO4)c(C)c2c1	-5	-7	-10	0.0	5	0	-9	-1	-7
COCc1c(C#N)c(NCCc2ccc(F)cc2)nc(C)c1[N+](=O)[O-]	1	-3	1	0.3	-8	3	-16	-2	-3
CN(C)c1ccc(N=Nc2cccc3ccoc23)cc1	-4	-10	-16	1.1	-46	29	-34	-7	-10
C/C(=N\Nc1cc(N2CCOCC2)nc(C)n1)c1cccc([N+](=O)[O-])c1	-3	-1	-3	8.2	8	12	-8	-2	-22
O=C(Nc1ccccc1[N+](=O)[O-])c1cncc(Br)c1	-8	4	-23	0.5	-1	25	-19	-2	-8
CCn1c(S(=O)(=O)O)nc2ccccc21	5	-1	-11	0.5	3	1	0	1	-5
CCOc1ncccc1C(=O)OC(C)C(=O)Nc1ccc(CC)cc1 (stereo not given)	-5	-3	-9	1.6	1	-5	-3	-3	-1
O=S(=O)(Nc1cccc(C(F)(F)F)c1)c1cnc[nH]1	3[fluorescence artefact?]	0	-9	3.4	-17	-3	-6	2	-6
COc1cccc(Oc2ccc(N)cc2)c1	7	2	-12	-0.3	-2	1	-2	0	2
Cc1nn(C(=O)C(C)N2C(=O)c3ccccc3C2=O)c(C)c1Br (stereo not given)	10	-18	-14	1.0	-5	1	-3	-2	-5
Cc1csc2c(=O)sc(NC(=O)c3ccc(F)cc3Cl)nc12	6	14	-11	0.2	-15	5	-9	6	-12
O=C(C1CC2CCC1C2)N1CCN(Cc2ccc3c(c2)OCO3)CC1 (stereo not given)	-2	5	-21	0.6	-12	14	-28	0	-3
c1ccc(CSc2snnc2-c2ccccc2)cc1	22	2	2	0.4	-10	2	21	1	5
N/C(=N\OC(=O)c1cccnc1)c1ccc(Cl)cc1Cl	-5	0	-9	1.2	-7	14	-3	-2	-7
COc1ccc(CN2CCSCC2)cc1C	50[fluorescence artefact?]	-3	-8	0.0	-23	-1	-7	-3	1
Cn1c(CSCc2ccccc2)nnc1SCC(=O)Nc1nccs1	13	-2	-18	0.4	-3	1	-10	2	-6
C(=N\n1cnnc1)/c1ccc(N2CCOCC2)cc1	10	2	-17	-0.1	-1	2	-18	-1	-30
O=C1CC(C(=O)Nc2ccccc2)N=C(N2CCCCC2)N1 (stereo not given)	-9	-1	-3	-0.9	-9	5	1	0	5
COCC(=O)Nc1ccccc1NC(C)=O	-4	3	-7	0.1	-3	1	-11	0	-4
CCn1cnc2sc(-c3ccccc3)cc2c1=O	-7	-1	-7	19	-18	4	-13	2	-15
COC(=O)c1cc(Br)c(=O)n(CCC2=CCCCC2)c1	-6	2	-25	-0.5	.	2	-4	-2	1
O=C(Nc1cccc(Cl)c1)Nc1ccc(Cl)cn1	3	1	-18	18	-14	-18	-14	1	-10
CCOC(=O)CSc1nccc(N(C)C)c1C#N	5	2	-21	-0.2	2	1	-5	-1	-7
CCc1ccc(N2C(=O)CN(Cc3sccc3C)C2=S)cc1	-10	-1	9	0.7	6	-2	-2	-1	1

Random excerpt: 5 entries already listed
SMILES	14-3-3 Bad PPI	Runt-SMMHC FRET	EBV gp42 block	L929 necroptosis	Mdm2 ligase inh	Hck-Nef inh	NCF1 inh	Runt-CBFb FRET	TbHK1 inh
COC(=O)c1cc(Br)c(=O)n(CCC2=CCCCC2)c1	-6	2	-25	-0.5	.	2	-4	-2	1
O=C1CC(C(=O)Nc2ccccc2)N=C(N2CCCCC2)N1 (stereo not given)	-9	-1	-3	-0.9	-9	5	1	0	5
Cn1c(CSCc2ccccc2)nnc1SCC(=O)Nc1nccs1	13	-2	-18	0.4	-3	1	-10	2	-6
O=C(Nc1cccc(Cl)c1)Nc1ccc(Cl)cn1	3	1	-18	18	-14	-18	-14	1	-10
N/C(=N\OC(=O)c1cccnc1)c1ccc(Cl)cc1Cl	-5	0	-9	1.2	-7	14	-3	-2	-7

(listing goes on)
SMILES	14-3-3 Bad PPI	Runt-SMMHC FRET	EBV gp42 block	L929 necroptosis	Mdm2 ligase inh	Hck-Nef inh	NCF1 inh	Runt-CBFb FRET	TbHK1 inh
CC(=O)Nc1cc(C(F)(F)F)ccc1N1CCOCC1	10	1	-9	-1.0	-13	-5	-4	1	-5
CC(C)c1ccc(/C=C/C(=O)O)cc1	3	2	-3	0.2	.	24	3	0	-9
COc1ccc(CC(=O)N2CCCc3ccccc32)cc1OC	9	0	-15	-0.6	-4	9	0	0	0
Cn1c(C(=O)NCCCN2CCN(c3ccccc3F)CC2)cc2c(=O)n(C)c3ccccc3c21	5	-4	17	4.6	-2	6	-2	-10	-13
O=C(NCc1cccc(Cl)c1)c1ccc(S(=O)(=O)Nc2cccc(C(F)(F)F)c2)cc1	-11	4	8	1.3	3	1	-14	-5	28
CSCCC(NC(=O)COc1ccccc1)C(=O)OCC(=O)c1cc2ccccc2o1 (stereo not given)	5	-9	-39	-0.7	-19	-2	-21	-2	-6
COc1ccc(OCC(O)CNC(=O)Nc2ccccc2)cc1 (stereo not given)	0	-3	-12	1.3	4	1	-4	-1	-3
CCOC(=O)C1=C(c2ccccc2)NC(=O)NC1c1ccc(OC)cc1 (stereo not given)	4	4	-14	0.8	-12	7	4	-2	2
Cc1ccc2nc(-c3cccnc3)c(NC3CCCCC3)n2c1	9	-1	-7	0.7	-3	10	-3	-6	17
CCOc1nc2c(c(-c3cccs3)c1C#N)Cc1ccccc1-2	-1	13	-9	0.2	-10	12	0	7	-7
O=C(CCCN1C(=O)CCC1=O)Nc1ccc(Br)cc1F	-2	-2	10	-0.1	-35	-3	2	3	4
CCC(CC)C(=O)Nc1cccc(C(=O)Nc2ccc3c(c2)OCO3)c1	0[fluorescence artefact?]	-2	8	34	-9	1	-8	0	-4
Cc1ccc(CNC(=O)C2CCCN(S(=O)(=O)c3c(C)[nH]c(=O)[nH]c3=O)C2)cc1 (stereo not given)	8	-8	-7	.	-6	-2	-7	-1	-2
O=C(NCc1cccnc1)C1CCC(CNS(=O)(=O)c2cccc3nsnc23)CC1 (stereo not given)	0	-4	-10	1.0	-5	20	-6	2	-9
CC(C)(C)C1CCC(OC(=O)C[N+]2(C)CCCC2)CC1 (stereo not given)	35	5	-33	3.7	11	22	-3	0	5
Cc1ccc(NC(=O)NC(=O)CSc2nnc(-c3ccc(Cl)cc3Cl)n2N)c(C)c1	-1[fluorescence artefact?]	-6	-3	1.3	-4	2	-16	-1	3
Cc1ccc(C)c(NC(=O)CN(C)C(=O)[C@@H](NC(=O)c2ccc(C(C)(C)C)cc2)C(C)C)c1	8[fluorescence artefact?]	-5	-2	0.9	-6	1	-10	-13	-10
O=C(CSc1nnnn1-c1ccc2c(c1)OCO2)NCc1ccccc1	1[fluorescence artefact?]	0	-21	1.7	-3	-1	0	2	5
CCC(=O)N1c2ccccc2C(N(C(=O)CC)c2ccccc2)CC1C (stereo not given)	-4	0	7	-0.5	-18	7	4	1	-7
CC(C)CCNC(=O)Nc1ccc2c(c1)N(C)C(=O)CS2	-6[fluorescence artefact?]	1	-15	0.9	2	1	-26	2	-4
COC(=O)CN(c1c(C)cccc1C)S(C)(=O)=O	0	3	-13	1.5	0	-7	-10	-1	-4
CCOC(=O)c1c(C)c[nH]c1C	-10	-6	-14	0.3	-17	18	-9	-2	0
COC(=O)C1CCCN1C(=O)C1CCCN1C(=O)CNC(=O)OCc1ccccc1 (stereo not given)	-8[fluorescence artefact?]	-2	-2	-1.2	-12	0	2	-1	-4
CC(C)CCOc1ccc(C(=O)O)cc1	0[fluorescence artefact?]	8	-27	2.2	-18	0	-16	0	-1
CCC(=O)Nc1ccc(NC(=O)CSc2nnnn2-c2cccnc2)cc1C	12	0	-17	-0.3	-9	0	2	-1	1
COc1ccc2c(c1)-c1ccccc1S(=O)(=O)N2C(C)=O	.	4	33	0.1	-14	8	-5	0	-11
Cc1ccc(NC(=O)CCNS(=O)(=O)c2cc(Br)cnc2N)c(Cl)c1	-2	1	-11	.	6	3	-18	-2	1
Cc1cc(F)ccc1S(=O)(=O)N1CCCOC1CNC(=O)C(=O)NCc1ccco1 (stereo not given)	-6	-1	-12	0.9	5	5	-15	1	-3
COc1cc2c(cc1OC)-c1nc3ccccc3c(=O)n1C(C)(C)C2	18[fluorescence artefact?]	0	-5	0.8	-2	2	-12	3	-40
O=C(CSc1nc(-c2ccccc2)c(-c2ccccc2)[nH]1)Nc1ccc2c(c1)OCO2	2	-5	-11	1.9	.	-2	-32	10	-1
COc1ccccc1N1CCN(CC(O)c2ccc3cc[nH]c3c2)CC1 (stereo not given)	-1	-2	-19	1.4	-5	20	-9	0	-6
O=C(Nc1ccc(Oc2ccc(C(=O)O)c(C(=O)O)c2)cc1)c1cccs1	-4	-4	-11	4.6	-4	19	-7	0	0
Cc1ccc(OCC(=O)Nc2sc3c(c2C#N)CC(C)(C)NC3(C)C)cc1	-4	0	-17	70	2	22	-8	1	6
Cc1nn(CC(=O)NN)c(C)c1Br	-3	-3	0	1.2	-2	4	-8	2	8
Cc1cc(C)c2nc(NC(=O)c3ccc(OCC4CCCO4)cc3)sc2c1 (stereo not given)	-13	-8	-13	-0.2	-19	3	-9	-7	13
COc1ccc(C(=O)Nc2cc(OC)cc(OC)c2)cc1	-5	3	-10	2.1	-13	0	-20	-4	22
O=C(N/N=C/c1c(O)n(-c2ccccc2Cl)c(=O)c2ccccc12)c1cccnc1	-19	86*	-71	28	-7	0	-5	20	-2
COc1cc(OC)c2c(O)c3c(c(-c4c5c(c(O)c6c(OC)cc(OC)cc46)CO[C@@H](C)[C@H]5O)c2c1)[C@H](O)[C@H](C)OC3	44	4	13	-0.2	-12	51*	-121	12	31
CC(C)c1ccc(C(C(=O)NC(C)(C)C)N(C(=O)CNC(=O)c2ccco2)c2cccnc2)cc1 (stereo not given)	-8[fluorescence artefact?]	-2	-7	-0.2	.	0	-1	-4	3
COc1cc(Br)c(C(C)NC(=O)c2ccc(C)cc2)cc1OC (stereo not given)	.	2	-21	-0.2	-7	1	1	-1	3
O=S(=O)(NCc1ccccc1Cl)c1cccs1	-9	1	1	-0.4	-7	0	5	.	-3
CCOC(=O)C(C(=O)NCc1cccc(OC)c1)c1ncc(C(F)(F)F)cc1Cl (stereo not given)	-8	-1	-15	-0.3	-87	-1	4	-2	5
Cc1ccc2nc(-c3ccccn3)oc2c1	6[fluorescence artefact?]	0	-8	-0.1	-33	1	0	-1	0
CCN(CC)C(=S)Nc1ccc(OC)cc1	-5	1	-20	0.9	.	2	-18	-1	-9
C1CCCN(c2nc3nonc3nc2N2CCCCCC2)CC1	-8	0	2	0.3	-14	16	1	4	-13
CCNC(=O)N1CCCC(C(=O)c2ccc3cc(OC)ccc3c2)C1 (stereo not given)	-4	4	-8	0.1	3	17	2	-1	-15
CCOc1ccccc1NC(=O)Cn1c(-c2ccc(Cl)cc2)noc1=O	-2	-2	-7	-0.3	.	26	13	-2	-8
